TIM10 inh = growth inhibitors of TIM10 yeast strain; S. cerevisiae TIM10 strain growth, BacTiter-Glo luminescence, 24 h; inhibition, % at 10 µM; 1.4% of 330,000 active; AID 463195;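 active = inhibition of 40% or more at the single tested concentration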;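 note: wild-type TIM10 isogenic control strain grown at permissive 25 °C; 0% = DMSO yeast wells and 100% = minimal medium wells without yeast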
tim10-1 inh = growth inhibitors of tim10-1 mutant yeast | S. cerevisiae tim10-1 ts strain growth, BacTiter-Glo, 24 h | inhibition, % at 20 µM | 2.2% of 330,000 active;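 active = inhibition of at least 40%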;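 note: mutant grown at 25 °C; 0% = DMSO wells with yeast and 100% = wells holding no yeast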
NLRP3 yeast inh = blocks the NALP3 inflammasome reconstituted in yeast; inhibition, % at 10 µM; Yeast reconstituted NLRP3/ASC/caspase-1, beta-gal luminescence, 24 h; AID 2825; 0.39% of 330,000 active;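 active = inhibition of 50% or more; inactive = inhibition below 50%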;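 note: plate controls were induced DMSO wells for no effect and uninduced yeast grown without galactose for full effect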
APJ antag = blocks the human apelin receptor APJ; P35414; CHO-K1 APJ beta-arrestin complementation, luminescence; 0.32% of 330,000 active; inhibition, % at 20 µM;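 active = inhibition above about 40% at 20 µM, limit read from the data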;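 note: cells challenged with 10 nM apelin-13 agonist together with compound; plate controls were apelin-13 plus DMSO wells for no effect and DMSO wells lacking apelin-13 for full effect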
Target sequence (P35414 whole entry, looked up): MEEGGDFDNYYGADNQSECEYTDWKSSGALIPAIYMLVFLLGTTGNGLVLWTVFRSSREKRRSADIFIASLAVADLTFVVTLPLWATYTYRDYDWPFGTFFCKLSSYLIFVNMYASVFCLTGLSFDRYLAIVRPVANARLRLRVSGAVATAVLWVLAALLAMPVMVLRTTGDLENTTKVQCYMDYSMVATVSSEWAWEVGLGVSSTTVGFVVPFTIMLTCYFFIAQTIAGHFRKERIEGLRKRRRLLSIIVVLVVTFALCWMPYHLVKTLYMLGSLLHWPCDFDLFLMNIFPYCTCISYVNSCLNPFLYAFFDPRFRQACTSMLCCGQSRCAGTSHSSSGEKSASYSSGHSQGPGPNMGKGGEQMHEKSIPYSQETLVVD
MPTP inh = permeability transition pore inhibition; isolated mouse mitochondria, Ca2+ swelling absorbance, 30 min; inhibition, % at 10 µM; 1.4% of 360,000 active;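 active = inhibition of 50% or more, scaled per plate between neutral and stimulator controls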;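 note: 0% = DMSO wells given calcium and 100% = 1 mM EGTA wells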
MIN6 prolif = inducers of beta-cell replication in MIN6 cells. MIN6 cells proliferation, ATPlite luminescence, 48 h; cells starved in 0.2% serum; 100% = growth in 10% serum. 0.29% of 330,000 active. AID 2380. proliferation, % at 10 µM;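 active = compounds whose signal lies at least 3.5 SD above the mean of all wells on their plate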;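 note: 0% = DMSO-treated cells in low-serum medium and 100% = 10% serum control; some compounds called inactive have numbers as strong as hits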
APJ agonist = activates the human apelin receptor APJ; activation, % at 20 µM; P35414; AID 2520; CHO-K1 APJ PathHunter beta-arrestin, luminescence; 0% DMSO wells, 100% apelin; 0.11% of 330,000 active;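 active = activation more than six SD over the plate average, tested at 20 µM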;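 note: 0% = DMSO alone and 100% = apelin-13 at 10 nM; some results filed as inactive read as strong as hits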
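Incubation: overnight seeding, 90 min compound at 25 °C, 1 h detection; test system: PathHunter CHO-K1 APJ (AGTRL-1) beta-arrestin reporter cells; amount: 1000 cells/well; doses: one dose, 20 µM compound, 1% DMSO; measured by: beta-gal luminescence; measure: agonist-driven arrestin binding to APJ; benchmarks: negative DMSO alone, positive Apelin-13 at 10 nM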
GRIN3A LBD mod = NR3A (human) ligand-binding domain modulation; NR3A LBD differential scanning fluorimetry, Tm shift; 0% = protein alone, 100% = glycine-bound protein; Tm shift relative to glycine control, % at 25 µM; 2.5% of 340,000 active; AID 1259313;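 active = melting temperature shift of at least 10% of the positive control shift, at one fixed dose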
tim23-1 inh = inhibits growth of tim23-1 mutant yeast; 1.3% of 330,000 active; inhibition, % at 20 µM; AID 463212; S. cerevisiae tim23-1 growth, BacTiter-Glo luminescence, 24 h;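 active = growth inhibition of the mutant yeast at or above 50%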;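 note: temperature-sensitive mutant grown at 25 °C; plate controls were DMSO-treated mutant yeast for no effect and medium wells lacking yeast for full effect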
* hit, by the source's call; nt = not tested or not shown.

SMILES	TIM10 inh	tim10-1 inh	NLRP3 yeast inh	APJ antag	MPTP inh	MIN6 prolif	APJ agonist	GRIN3A LBD mod	tim23-1 inh
Cc1nn(Cc2cccc(C(=O)NC(C)c3ccc(C(C)(C)C)cc3)c2)c(C)c1[N+](=O)[O-] (centres undefined)	-182.4	-53.0	3.1	1.9	1.5	-5.5	-3.4	0.3	0.2
COc1ccc(-c2c(C#Cc3ccsc3)c3cc(Br)ccc3n2C)cc1	-2.4	-11.0	5.8	1.9	-0.6	-2.0	-3.2	-8.4	-9.6
O=C(COC(=O)c1ccc(Br)o1)Nc1ccc(S(=O)(=O)N2CCCC2)cc1	6.8	20.6	3.7	6.1	-2.4	-2.9	5.2	-0.2	15.4
CCN(CC)C(=O)C(=O)c1c(-c2ccccc2)[nH]c2ccccc12	9.2	4.1	-8.6	-0.4	-0.7	-0.5	-5.1	-1.5	12.9
O=c1nccc(Nc2ccccc2)[nH]1	-5.5	-0.9	8.7	21.0	0.6	1.1	-0.4	-6.6	-0.1
CC(C)c1ccc(NC(=O)CC2Oc3ccccc3NC2=O)cc1 (centres undefined)	-9.9	-13.1	17.7	-23.9	2.3	-3.3	-2.2	1.2	-3.8
O=C(CN1CCCCCC1)N/N=C/c1cccs1	-5.7	12.0	2.3	-18.1	-0.5	0.4	-1.6	1.2	11.1
O=C(Nc1sc2c(c1C(=O)O)CCC2)c1ccccc1Cl	3.0	11.6	-2.6	-3.9	0.4	-2.5	-0.5	-0.7	0.6
CCNc1nc(Oc2ccccc2)nc(OC(C)C(=O)OCC)n1 (centres undefined)	5.9	22.2	4.0	4.3	-0.5	-1.4	-3.5	0.0	9.7
CC(C)NC(=O)Nc1ccc(Br)cc1Cl	3.7	23.6	19.2	-13.0	2.9	-3.7	-0.2	-1.0	-6.3
C=CCN1C(=O)C(CC(=O)NCC)SC1=Nc1ccc(S(N)(=O)=O)cc1 (centres undefined)	6.7	15.4	16.8	18.4	-0.7	-1.4	0.1	-0.1	18.3
CC(C)(C)c1ccc(Oc2ccc(NC(=O)c3ccccc3C(=O)O)cn2)cc1	13.5	-7.0	32.8	3.1	3.2	1.2	-0.9	-1.4	6.0
Cn1cnc(S(=O)(=O)Nc2ccc(C(F)(F)F)cc2)c1	2.0	-20.2	20.8	-12.7	-4.6	0.8	-3.8	0.2	-10.4
Cc1ccc(C(=O)NC(=S)Nc2cccc(NC(=O)c3ccccc3)c2)cc1[N+](=O)[O-]	4.8	16.5	23.7	8.8	2.2	0.0	2.2	18.6*	11.3
CCOC(=O)C1=C(CC)Nc2ccccc2N=C1NC(=O)CCNC(C)=O	-10.4	8.6	10.0	-8.3	-1.5	-2.2	-0.4	-1.2	10.0
COc1cccc2c(=O)n(CC(=O)N3CCN(c4ccccc4)CC3)ccc12	-0.3	2.1	-8.8	8.4	-2.3	-3.0	-1.0	-0.2	5.3
COCc1ccc(CN2CCC(n3nccc3NC(=O)C(OC)c3ccccc3)CC2)o1 (centres undefined)	-12.3	-15.8	4.8	9.9	0.1	3.4	-3.4	-2.5	-4.9
COc1ccc(-n2nc(C(=O)NCC(=O)NCCCN3CCCCCC3)c3ccccc3c2=O)cc1Cl	-44.7	-18.2	10.3	-27.1	0.0	-1.8	-2.0	-2.2	-5.7
CC(=O)NS(=O)(=O)c1ccc(NC(=O)NC2CCCCC2)cc1	-4.0	1.1	-6.6	17.2	1.8	-1.3	-1.6	-3.4	8.8
O=C(c1cc(C2CC2)on1)N1CCCC(N2CCN(c3ccc(F)cc3)CC2)C1 (centres undefined)	-1.4	7.3	15.6	-2.4	-0.1	-1.1	-0.7	-1.6	5.4
COc1ccc(C2c3c(oc4ccccc4c3=O)C(=O)N2Cc2ccncc2)cc1OC (centres undefined)	6.2	12.5	0.5	4.9	nt	-2.5	-6.2	0.0	1.6
CC1CN(Cc2cc(=O)oc3cc(O)ccc23)CC(C)O1 (centres undefined)	2.5	-4.0	13.7	-2.8	-1.6	-1.8	0.7	-0.1	5.7
C=CCNC(=S)N1CCC(C(N)=O)CC1	-25.8	5.0	5.7	-16.1	2.4	-2.7	-0.7	-0.8	8.3
Cc1ccc(NC(=O)CSc2nc(=O)cc(N)n2-c2ccccc2)cc1	2.6	17.7	4.1	5.6	0.1	-1.6	0.5	1.0	6.9
O=C(COC(=O)c1ccc(Br)o1)NCC1CCCCC1	13.8	12.2	-0.9	0.6	-2.4	-3.9	-4.1	3.2	26.0
O=C1c2ccc(-c3ccc4c(c3)C(=O)N(CCO)C4=O)cc2C(=O)N1CCO	-1.7	-8.8	6.0	-5.9	1.3	-1.1	2.0	-0.7	11.9
O=C(CCS(=O)(=O)c1ccccc1)Nc1ccc(N2CCOCC2)cc1	-6.4	-8.0	18.5	-14.5	-1.2	-0.2	-2.2	-0.1	-1.9
COc1ccc(CC(=O)Nc2ccc(-c3csc(C)n3)cc2)cc1	-4.3	10.2	30.3	-11.1	-4.9	-1.2	-1.9	-0.5	2.1
Cc1ccc(CN2C(=O)CCC2C(=O)NCc2ccc3c(c2)OCO3)cc1 (centres undefined)	3.2	3.5	29.7	19.8	10.4	0.5	-3.4	0.3	-0.5
CCCn1nc(C(=O)NNC(=O)C2CSC3(C)CCC(=O)N23)c2ccccc2c1=O (centres undefined)	-2.4	4.6	20.1	17.2	-0.7	1.3	-4.8	1.2	8.2
C/C=C/Cn1c(Br)nc2c1c(=O)[nH]c(=O)n2C	2.3	10.1	1.0	-2.4	-0.4	-1.8	-0.5	-1.3	14.4
Cc1cc(C)nc(N2CCCC(C(=O)Nc3ccc4c(c3)OCCO4)C2)n1 (centres undefined)	2.9	11.3	17.6	14.3	0.2	0.8	-3.4	2.8	-11.0
COc1cc(NC(=O)c2sc(C)nc2C)c(OC)cc1NC(=O)c1ccccc1	16.7	2.0	19.4	-13.7	1.0	-4.0	0.0	-0.5	21.9
OCCC1CN(Cc2ccc(Oc3ncccn3)cc2)CCN1C1CCCCC1 (centres undefined)	-2.7	-5.8	6.7	2.6	1.8	1.4	-3.4	1.7	1.5
COc1ccc(CCC(=O)NC2CCCc3ccccc32)cc1OC (centres undefined)	-8.1	20.1	30.5	-0.5	0.8	-3.1	0.0	-0.3	13.8
CC(OC(=O)c1ccc(Cl)c(S(=O)(=O)N2CCOCC2)c1)C(=O)NC1CCCCC1C (centres undefined)	0.0	15.8	2.5	-5.0	0.6	-1.9	-2.6	-0.9	6.7
Cc1ccc(/C(O)=C2/C(=O)C(=O)N(CCCn3ccnc3)C2c2ccccn2)cc1 (centres undefined)	-6.6	6.5	11.3	-2.0	nt	-1.2	2.9	nt	16.7
O=C(CS(=O)(=O)c1cn(CC(=O)N2CCOCC2)c2ccccc12)Nc1ccccc1	6.6	-14.3	9.2	-5.7	-0.3	-0.8	-3.7	0.0	0.8
COCCNC(=O)C1(S(=O)(=O)c2ccccc2)CC=CC1	-7.2	-20.9	-5.9	4.3	-1.2	-0.2	5.2	0.9	-8.0
COc1ccc(-n2c(C)cc(C(=O)COC(=O)c3cc(OC)c(OC)cc3NC(=O)c3cccs3)c2C)cc1	4.9	3.2	18.7	-12.3	3.8	-4.3	-3.0	-4.0	-0.5
Cn1cc(CN(CCCN2CCOCC2)C(=S)Nc2cccc(Cl)c2)c2ccccc21	17.5	6.6	9.8	10.5	-0.9	-4.6	-2.3	-14.8	12.9
CCC(C)[C@H](NC(=O)Nc1ccc2c(c1)OCCO2)C(=O)OC (some centres undefined)	2.5	-0.9	21.4	1.1	0.1	-2.2	-0.4	0.0	-1.6
CCc1c(C)sc2nc3c(C(=O)N4CCOCC4)cc(C(=O)c4cc(F)ccc4O)cn3c(=O)c12	25.2	34.6	19.2	-26.6	0.8	-3.9	3.2	-2.6	34.4
Cc1ccccc1Oc1cc(NC(=O)CCCn2nc(C)c([N+](=O)[O-])c2C)cc([N+](=O)[O-])c1	8.8	8.3	10.8	-16.2	25.8	-5.8	-1.5	2.4	23.5
Cc1ccc(C(=O)NC(=S)Nc2ccc3c(c2)OCCO3)c(C)c1	38.6	32.2	17.8	0.9	-5.7	-3.1	-3.7	-0.9	37.4
COC(=O)c1ccc(Cn2nc(-c3ccc(C)cc3)ccc2=O)cc1	0.0	0.2	30.7	3.2	3.0	-1.1	-2.5	-1.0	20.2
CCOc1ccccc1NC(=O)Cn1nnc(C(=O)NCc2ccc3c(c2)OCO3)c1N	-6.6	-18.9	21.4	2.6	-0.3	-2.1	5.0	-0.8	-12.4
CCOc1cc(/C=N/NC(N)=O)cc(Br)c1OCc1ccccc1	-69.5	-56.3	5.3	-17.1	4.7	-3.0	-1.7	1.5	17.5
COc1ccccc1NC(=O)c1ccc(NS(=O)(=O)c2ccc(F)c(Cl)c2)cc1	3.7	10.9	10.1	-20.0	19.7	0.0	1.9	11.3*	5.8
O=C(NN=C1CCCC1)C(=O)Nc1cccc(C(F)(F)F)c1	-11.6	12.5	33.2	-16.7	-0.5	-2.5	0.6	-6.7	10.5
O=C1CCCc2oc3ccc(O)cc3c21	3.2	-1.1	27.9	-9.2	0.1	5.0	-5.2	-0.2	3.8
Cc1cccc(N(C(=O)c2snc(C(N)=O)c2N)C(C(=O)NC2CCCC2)c2ccncc2)c1 (centres undefined)	5.0	-14.9	-0.7	21.9	0.8	0.0	0.4	-1.9	10.7
COc1ccc(C)cc1-n1nnnc1SCC(=O)c1ccc2c(c1)OCCO2	20.3	30.6	5.8	-2.9	0.0	-2.2	-4.6	-1.6	5.3
Cc1ccc(C(=O)C2CCN(CC(=O)N3CCN(c4ccc(F)cc4)CC3)CC2)cc1	-5.2	-107.9	27.3	0.6	-1.6	-3.6	-3.6	0.4	-110.6
COc1cc([N+](=O)[O-])ccc1NC(=O)NCc1cccnc1	0.0	3.8	-5.0	-2.3	-1.6	-1.7	-4.6	3.8	3.6
CN(Cc1ccco1)C(=O)c1ccc(S(=O)(=O)N2CCCCCC2)cc1	4.9	14.5	16.5	17.0	-0.4	-2.7	-0.1	-1.6	21.0
CCOc1ccccc1NC(=O)Nc1ccc2c(c1)OCO2	-5.9	-1.4	27.2	-3.5	-1.7	2.3	-3.2	0.7	8.6
CC1CC1C(=O)Nc1cc(C(F)(F)F)ccc1N1CCOCC1 (centres undefined)	5.4	19.1	7.3	10.8	-0.5	-0.5	2.7	3.8	8.8
CCc1noc(C)c1C(=O)Nc1cc(S(=O)(=O)N2CCOCC2)ccc1N1CCN(CC)CC1	12.4	1.4	13.6	-53.0	-1.3	-4.2	2.3	1.9	11.4

Reprinted at random: four compounds from above
SMILES	TIM10 inh	tim10-1 inh	NLRP3 yeast inh	APJ antag	MPTP inh	MIN6 prolif	APJ agonist	GRIN3A LBD mod	tim23-1 inh
O=C1CCCc2oc3ccc(O)cc3c21	3.2	-1.1	27.9	-9.2	0.1	5.0	-5.2	-0.2	3.8
COc1ccccc1NC(=O)c1ccc(NS(=O)(=O)c2ccc(F)c(Cl)c2)cc1	3.7	10.9	10.1	-20.0	19.7	0.0	1.9	11.3*	5.8
Cc1ccc(C(=O)C2CCN(CC(=O)N3CCN(c4ccc(F)cc4)CC3)CC2)cc1	-5.2	-107.9	27.3	0.6	-1.6	-3.6	-3.6	0.4	-110.6
CC1CC1C(=O)Nc1cc(C(F)(F)F)ccc1N1CCOCC1 (centres undefined)	5.4	19.1	7.3	10.8	-0.5	-0.5	2.7	3.8	8.8
